# IDE cell activ = boosts human insulin-degrading enzyme activity in HEK cells; FAbeta-B cleavage, fluorescence polarization; 0% vehicle, 100% cell-free pure enzyme wells; P14735; activation, % at 5.96 µM; 340,000 compounds, 0.073% hits;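 active means activation above the mean of all tested compounds plus 3 SD, set per screening campaign, cut at about 17% in these data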
# IDE cell inh = cellular human IDE inhibition; HEK cells, FAbetaB cleavage, fluorescence polarization; P14735; 320,000 compounds, 0.41% hits; inhibition, % at 5.59 µM;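 active means percent inhibition above the average of all tested compounds plus 3 SD, set per screening campaign, cut at about 16% in these data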;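 further: IDE supplied by intact live HEK cells; FP after avidin binding of uncleaved biotin substrate so inhibition keeps polarization high; 0% = DMSO wells and 100% = 60 µM reference IDE inhibitor Ii1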
# GalR3 antagonist = human GalR3 antagonism; O60755; HEK293 GalR3-CNG cAMP membrane potential fluorescence; galR3 body fused to GalR1 C-terminus; inhibition, % at 3 µM; 360,000 compounds, 0.44% hits; AID 651719;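 active means inhibition above the screen-wide average plus 3 SD, cut at about 13% in these data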;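 further: forskolin and galanin both at EC90 stimulate the cells; cAMP rise reported by CNG channel membrane potential dye signal; 0% = forskolin plus galanin with DMSO and 100% = forskolin alone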
# Target sequence (O60755 1-299 limits assumed): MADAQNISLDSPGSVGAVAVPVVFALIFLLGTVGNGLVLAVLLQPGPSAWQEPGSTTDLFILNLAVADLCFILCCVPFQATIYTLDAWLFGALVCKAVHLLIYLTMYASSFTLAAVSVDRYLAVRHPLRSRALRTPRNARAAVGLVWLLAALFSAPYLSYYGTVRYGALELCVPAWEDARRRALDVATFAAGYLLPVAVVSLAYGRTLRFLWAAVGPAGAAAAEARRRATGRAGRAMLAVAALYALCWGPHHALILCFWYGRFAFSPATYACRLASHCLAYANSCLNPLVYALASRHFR
# CRFR2-BP antag = antagonists of CRF-binding protein/CRF-R2 receptor complex | inhibition, % at 11.8 µM | 350,000 compounds, 0.59% hits | HEK293 CRF-R2/CRF-BP, CRF-induced calcium fluorescence | AID 588475;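 active means inhibition of the ligand-induced calcium signal above about 50% at the single tested concentration, limit read from the data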
# CHRM4 PAM = CHRM4 positive allosteric modulation; P08173; CHO-K1 hM4/Gqi5, Fluo-8 calcium fluorescence, ACh EC20; 0% = ACh EC20, 100% = maximal ACh; activation, % at 3 µM; 360,000 compounds, 0.4% hits; AID 624126;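 active means activation above its plate's cutoff, the mean activation of sample wells plus 3 SD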; further: some results filed as inactive read as strong as hits
# Target sequence (P08173 whole entry, looked up): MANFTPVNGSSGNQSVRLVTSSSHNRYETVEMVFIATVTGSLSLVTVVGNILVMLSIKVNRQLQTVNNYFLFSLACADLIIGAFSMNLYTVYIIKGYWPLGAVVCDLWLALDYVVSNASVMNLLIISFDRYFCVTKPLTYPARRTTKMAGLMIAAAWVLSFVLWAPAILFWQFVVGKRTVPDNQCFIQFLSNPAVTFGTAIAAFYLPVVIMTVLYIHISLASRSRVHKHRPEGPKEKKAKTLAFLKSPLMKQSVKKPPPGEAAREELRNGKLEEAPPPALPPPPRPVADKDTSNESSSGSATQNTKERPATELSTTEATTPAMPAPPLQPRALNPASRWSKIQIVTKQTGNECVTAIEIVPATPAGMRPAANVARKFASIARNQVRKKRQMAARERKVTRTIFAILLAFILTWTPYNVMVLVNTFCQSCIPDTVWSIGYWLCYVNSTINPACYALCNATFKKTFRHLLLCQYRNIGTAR
# CRFBP-R2 agonist = agonists of human CRF-binding protein/CRF-R2 receptor complex; 350,000 compounds, 0.46% hits; AID 588473; HEK293 CRF-R2/CRF-BP, calcium dye fluorescence (FLIPR); percent of saturating CRF peptide response; activation, % at 13.2 µM;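 active means activation of at least 50%, plus an integration ratio under a set limit after plate pattern correction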;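 further: plate controls were neutral control wells without compound for no effect and CRF at EC100 for full effect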
# PHOSPHO1 inh = PHOSPHO1 (human) inhibition; Q8TCT1; recombinant PHOSPHO1, absorbance phosphatase assay; inhibition, % at 13.3 µM; 290,000 compounds, 1.1% hits; AID 1565; in the data active means inhibition above about 60%
# Target sequence (Q8TCT1 whole entry, looked up): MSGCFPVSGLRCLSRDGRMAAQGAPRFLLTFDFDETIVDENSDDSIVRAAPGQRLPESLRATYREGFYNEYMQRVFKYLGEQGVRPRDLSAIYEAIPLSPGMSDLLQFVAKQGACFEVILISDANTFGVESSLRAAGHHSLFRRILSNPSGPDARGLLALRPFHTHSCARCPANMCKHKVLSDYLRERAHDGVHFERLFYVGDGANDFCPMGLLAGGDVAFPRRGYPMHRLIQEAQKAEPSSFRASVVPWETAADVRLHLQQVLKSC
# p-CIP stab down = p/CIP protein destabilization; F442A p/CIP-EGFP cells, EGFP fluorescence, 16 h; decrease of EGFP signal, % at 10 µM; 290,000 compounds, 0.01% hits;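 active means EGFP signal decrease of at least 30% at 10 µM or well 3 SD below plate mean, unless failing retest; inactive means the rest, including hits failing retest or dose response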; further: some compounds called inactive have numbers as strong as hits; many of its hits are not listed in these tables
# MEKK3 PB1 HTS = modulators (inhibitors or enhancers) of MEK5 binding to human MEKK3 PB1 domain | Q99759 | bead-based flow cytometry, Alexa488-MEK5 binding to MEKK3; actives lie on both sides; 0 = blocked by unlabeled MEK5, 100 = vehicle | binding response (% of control), % at 10 µM | 290,000 compounds, 1.4% hits;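 active means binding response more than 3 SD above or below the average of its plate-row segment, actives on both sides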;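 further: Alexa488 bead fluorescence after subtracting the streptavidin-only scavenger bead signal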
# Active calls of the source: *; · = no result given. Outcome played no part in choosing rows (roughly 4.2% active in at least one column).
CHRM4 PAM,IDE cell inh,compound,MEKK3 PB1 HTS,GalR3 antagonist,CRFBP-R2 agonist,p-CIP stab down,CRFR2-BP antag,PHOSPHO1 inh,IDE cell activ
6,0,O=C1/C(=C/c2ccccc2)Oc2cc(OC(=O)N3CCOCC3)ccc21,98,-9,0.8,3,4,7,-3
1,0,COC(=O)c1ccc(NS(=O)(=O)c2ccc3c(c2)oc(=O)n3C)cc1,101,1,-2.2,-2,9,-7,5
2,8,COc1ccc(N2CCN(S(=O)(=O)c3cc(C)ccc3OC)CC2)cc1,105,-2,2.5,-13,4,44,7
1,-5,Cc1ccc(-c2ccccc2NC(=O)C2C3C=CC(C3)C2C(=O)O)o1 (stereo unspecified),105,-1,-1.4,18,1,24,5
-4,0,C/C(=N\NC(=O)c1ccccc1O)c1c(O)cc(C)oc1=O,96,-4,7.9,-24,3,16,2
-2,3,O=C(CSc1nnc2nnc3ccccc3n12)N1CCOCC1,105,-2,7.1,6,-5,14,-2
-4,2,Cc1cccc(N2CCN(C(=O)c3cccs3)CC2)c1C,100,-11,-3.9,1,1,29,-4
·,2,Cc1cccc(N(CC(=O)NCCSc2nc3ccccc3s2)S(=O)(=O)c2ccccc2)c1,99,·,·,-1,·,12,·
0,·,COc1cccc(C(=O)Nc2cccc3ccccc23)c1,105,-3,0.1,-9,14,19,2
6,6,CCOc1ccc(CC(=O)Nc2cc(=O)n(C)c(=O)n2C)cc1,91,-3,1.1,8,2,-22,0
16,5,O=C(CN1C(=O)c2ccccc2C1=O)Nc1ccccc1C(=O)NC1CCCCC1,92,-8,-0.6,3,3,-9,5
-1,·,CCNC(=O)N(C)c1nncnc1C(=O)NC,·,0,0.4,-6,18,-11,5

# (cont.)
CHRM4 PAM,IDE cell inh,compound,MEKK3 PB1 HTS,GalR3 antagonist,CRFBP-R2 agonist,p-CIP stab down,CRFR2-BP antag,PHOSPHO1 inh,IDE cell activ
-4,2,COc1cccc(N(C(=O)CNC(=O)c2ccco2)C(C(=O)NC2CCCCC2)c2cccnc2)c1 (stereo unspecified),102,7,-0.5,-8,-6,-4,6
-4,3,COc1ccc(-n2cc(C(=O)c3cc(Cl)ccc3O)cc(C#N)c2=O)cc1,101,4,1.4,-7,13,7,-5
6,7,Cc1ccc(OCCNC(=O)CCNS(=O)(=O)c2ccc3ccccc3c2)cc1,·,-7,-0.7,·,2,·,1
-6,3,CC(C)(C)NC(=O)CSc1ncccc1-c1nc2ccccc2[nH]1,100,-1,0.1,-6,1,·,3
-2,·,CC1(NC(=O)c2cccc(S(=O)(=O)N3CCCc4ccccc43)c2)CCS(=O)(=O)C1 (stereo unspecified),·,-6,-2.4,·,12,·,1
-3,7,Cc1ccc(C(=O)OC(C)CN2C(C)CCCC2C)cc1 (stereo unspecified),103,3,-2.6,2,6,34,6
-13,-3,CC1(C(=O)NC23CC4CC(CC(C4)C2)C3)CC1(Cl)Cl (stereo unspecified),99,-5,1.1,-18,-10,26,6
0,2,O=C(Oc1cccnc1)c1cc(S(=O)(=O)N2CCCCC2)ccc1Cl,88,-2,-0.1,5,14,10,3
-14,6,CN(C)CCCC1(O)c2ccccc2C=Cc2ccccc21,111,-8,0.3,0,-18,-2,3
3,0,COC(=O)Cc1cc(=O)oc2c(C)c(O)ccc12,102,-6,2.5,10,1,0,3
9,4,COC(=O)COc1ccc(C2NC(=O)NC(C)=C2C(=O)NCc2ccccc2)cc1OC (stereo unspecified),99,-1,-0.2,-5,-3,32,1
1,1,COc1cccc(CNC(=O)CCl)c1,102,-1,-1.3,-10,10,-1,-1

# Ordered by number of heavy atoms (high to low): 15 of the compounds above
CHRM4 PAM,IDE cell inh,compound,MEKK3 PB1 HTS,GalR3 antagonist,CRFBP-R2 agonist,p-CIP stab down,CRFR2-BP antag,PHOSPHO1 inh,IDE cell activ
-4,2,COc1cccc(N(C(=O)CNC(=O)c2ccco2)C(C(=O)NC2CCCCC2)c2cccnc2)c1 (stereo unspecified),102,7,-0.5,-8,-6,-4,6
·,2,Cc1cccc(N(CC(=O)NCCSc2nc3ccccc3s2)S(=O)(=O)c2ccccc2)c1,99,·,·,-1,·,12,·
9,4,COC(=O)COc1ccc(C2NC(=O)NC(C)=C2C(=O)NCc2ccccc2)cc1OC (stereo unspecified),99,-1,-0.2,-5,-3,32,1
-2,·,CC1(NC(=O)c2cccc(S(=O)(=O)N3CCCc4ccccc43)c2)CCS(=O)(=O)C1 (stereo unspecified),·,-6,-2.4,·,12,·,1
6,7,Cc1ccc(OCCNC(=O)CCNS(=O)(=O)c2ccc3ccccc3c2)cc1,·,-7,-0.7,·,2,·,1
-4,3,COc1ccc(-n2cc(C(=O)c3cc(Cl)ccc3O)cc(C#N)c2=O)cc1,101,4,1.4,-7,13,7,-5
0,2,O=C(Oc1cccnc1)c1cc(S(=O)(=O)N2CCCCC2)ccc1Cl,88,-2,-0.1,5,14,10,3
-6,3,CC(C)(C)NC(=O)CSc1ncccc1-c1nc2ccccc2[nH]1,100,-1,0.1,-6,1,·,3
6,6,CCOc1ccc(CC(=O)Nc2cc(=O)n(C)c(=O)n2C)cc1,91,-3,1.1,8,2,-22,0
-14,6,CN(C)CCCC1(O)c2ccccc2C=Cc2ccccc21,111,-8,0.3,0,-18,-2,3
-3,7,Cc1ccc(C(=O)OC(C)CN2C(C)CCCC2C)cc1 (stereo unspecified),103,3,-2.6,2,6,34,6
-13,-3,CC1(C(=O)NC23CC4CC(CC(C4)C2)C3)CC1(Cl)Cl (stereo unspecified),99,-5,1.1,-18,-10,26,6
3,0,COC(=O)Cc1cc(=O)oc2c(C)c(O)ccc12,102,-6,2.5,10,1,0,3
-1,·,CCNC(=O)N(C)c1nncnc1C(=O)NC,·,0,0.4,-6,18,-11,5
1,1,COc1cccc(CNC(=O)CCl)c1,102,-1,-1.3,-10,10,-1,-1

# (next part)
CHRM4 PAM,IDE cell inh,compound,MEKK3 PB1 HTS,GalR3 antagonist,CRFBP-R2 agonist,p-CIP stab down,CRFR2-BP antag,PHOSPHO1 inh,IDE cell activ
2,0,Cc1nn(Cc2ccccc2)c(Cl)c1C(=O)NCc1ccc(C)n1C,97,-3,0.6,-7,12,11,5
4,6,Cc1cccc(C(=O)NNC(=O)C(=O)NC(C)(C)C)c1,106,1,-1.4,-8,-5,30,6
0,·,O=C(Nc1ccnn1C1CCN(Cc2ccc(CO)o2)CC1)c1cccc(F)c1,·,-6,1.1,·,1,·,·
·,-1,COc1ccc(C(C#N)Nc2ccccc2)cc1 (stereo unspecified),99,·,·,-20,·,-7,·
1,·,CCCCn1c(N)c(C(=S)NC(=O)CC(C)C)c(=O)n(C)c1=O,108,·,1.1,2,-15,-32,-3
3,-3,COc1cccc(C(=O)COC(=O)COc2c(C)cc(C)cc2C)c1,·,-4,3.4,·,10,·,2
-2,-1,CC(NC(=O)CSc1ncccn1)c1ccc(Cl)cc1Cl (stereo unspecified),103,-1,0.2,1,0,-34,-4
2,2,COC(=O)c1sc2ncccc2c1OCc1cccc(Cl)c1,92,2,-1.3,-4,7,18,0
8,2,CCc1ccccc1-n1c(SCC(=O)NC)nnc1-c1ccco1,100,-7,-0.7,-8,-7,·,6
-3,5,NC(=O)C1(c2ccccc2)CCCN1C(=O)c1ccccc1Br (stereo unspecified),96,-5,4.1,0,4,19,3
0,1,COc1ccc(CC(=O)NC(C)c2nnc(SCC(=O)Nc3ccccc3)n2C)cc1 (stereo unspecified),103,-4,1.1,-12,-6,15,5
10,8,COC(=O)NNC(=O)c1ccc(C)cc1,82,-8,-1.4,3,9,31,4

# Further entries follow.
CHRM4 PAM,IDE cell inh,compound,MEKK3 PB1 HTS,GalR3 antagonist,CRFBP-R2 agonist,p-CIP stab down,CRFR2-BP antag,PHOSPHO1 inh,IDE cell activ
-2,0,CC(=C\c1ccccc1)/C=C1/SC(=O)N(CCCC(=O)Nc2ccc(C(=O)O)cc2)C1=O,96,2,0.4,9,-19,22,3
2,2,COC(C(=O)Nc1ccnn1C1CCN(Cc2cnn(C)c2)CC1)c1ccccc1 (stereo unspecified),101,-2,0.8,-1,-4,-29,5
·,0,O=C(Cn1nc(C(=O)O)c2ccccc2c1=O)Nc1ccc2c(c1)C(=O)c1ccccc1C2=O,87,·,·,8,·,37,·
-8,4,Cc1ccccc1NC(=O)c1cccc(NC(=O)c2c(C(=O)O)cccc2[N+](=O)[O-])c1,·,-3,-0.7,·,13,·,2
-2,1,Cc1cc(NC(=O)Cn2nc(C(=O)O)c3ccccc3c2=O)ccc1Br,102,-8,0.4,-9,-1,35,2
6,-1,O=C(Nc1nccs1)c1nc(-c2ccccc2)n(-c2ccccc2)n1,92,-2,-0.2,-8,-21,3,0
-4,1,C=CC[C@@H](CC(=O)N[C@@H](CO)Cc1ccccc1)C(=O)NC[C@H](OC(=O)[C@@H](CC=C)Cc1ccc(F)cc1)c1ccccc1,·,-2,-0.1,·,3,·,2
0,-5,O=C(N/N=C/c1cccc2ccccc12)c1ccncc1,103,-2,-1.9,3,-2,·,4
15,2,O=C(Nc1ccccc1)c1ccccc1Oc1ccc(C(F)(F)F)cc1[N+](=O)[O-],101,2,0.0,7,-26,11,4
1,-3,O=C(NC1CCSc2ccccc21)c1cccc(OC(F)F)c1 (stereo unspecified),102,-10,-3.1,-10,6,28,-1
-1,·,Clc1nc(NCCc2ccccc2)c2cn[nH]c2n1,·,-7,-4.8,·,-1,·,6
-2,4,O=C(NC(Cc1ccccc1)C(=O)O)/C(=C/c1ccc([N+](=O)[O-])cc1)NC(=O)c1ccccc1Br (stereo unspecified),98,1,1.1,4,6,-7,-5

# (list continues)
CHRM4 PAM,IDE cell inh,compound,MEKK3 PB1 HTS,GalR3 antagonist,CRFBP-R2 agonist,p-CIP stab down,CRFR2-BP antag,PHOSPHO1 inh,IDE cell activ
-21,6,O=C(NCc1ccccc1)c1ccc(CS(=O)(=O)Cc2ccccc2F)o1,89,-1,-1.0,3,11,-17,0
-3,·,COc1ccc(NC(=O)CNc2ccc(OC)c(S(=O)(=O)N3CCOCC3)c2)cc1,·,-2,-0.9,·,-4,·,·
15,0,CCOc1ccc(-c2n[nH]c(C)c2-c2ccccn2)c(O)c1,81,-5,-2.0,-2,-5,-41,6
-1,2,O=C(COC(=O)/C=C/C(=O)N1CCN(c2ccccc2)CC1)NCc1ccc(F)cc1,55,1,2.2,9,11,8,10
1,-10,CC(C)(Oc1ccc(Cl)cc1)C(=O)N/N=C/c1cn[nH]c1-c1ccccc1,100,-8,-0.7,-12,4,5,1
7,4,O=C(CCc1nc2ccccc2c(=O)[nH]1)NNC(=O)c1ccccc1Cl,·,1,-0.3,·,7,·,4
6,·,Cc1ccc(S(=O)(=O)N2C[C@H]3n4c(=O)ccc(=O)n4C[C@H](OC(=O)NC4CC4)[C@@]3(O)C2)cc1,·,-6,7.2,·,12,·,·
11,1,O=C(O)c1cccc(CSc2ncn[nH]2)c1,98,2,-1.3,-2,8,5,0
-3,3,Cc1cccc(-c2c(O)cc(=O)[nH]c2Cl)c1,103,-4,0.4,-8,10,20,2
1,8,Cc1cccc(C)c1N1C(=O)c2ccccc2C1=O,90,-3,-9.2,6,46,-3,5
-5,2,COCCNC(=O)c1c[nH]c2ccc(S(=O)(=O)Nc3ccccc3F)cc2c1=O,101,-8,5.2,-8,-2,29,2
11,·,Cc1cc(N/N=C/c2ccncc2)nc2ccccc12,105,-3,-0.9,5,-17,-46,-1

# From PubChem
